# High-throughput results from PubChem BioAssay.
# HBB splicing: hemoglobin beta splicing modulation. AID 925. HBB splicing reporter cell assay, activation; EGFP reporter with mutant IVS2-654 intron; response scale: normalised to 500 nM splice-correcting PNA. Potency, µM (doses to about 46.1 µM), without a hit: top-dose activation, most hits filed as activators. 65,000 tested, 0.06% active; also: potency is read from the fitted curve at half-maximal effect; 0% is about no effect
#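 HeLa cells stably expressing EGFP interrupted by mutant beta-globin intron 2 (IVS2-654), 500/well in 2% FCS. Treated with compound for 2 days at 37C. Splicing correction scored as total well GFP intensity (488 nm excitation, 500-520 nm emission); 500 nM antisense PNA served as control.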
# DNA Pol III inh: inhibitors of bacterial DNA polymerase III holoenzyme | Potency, µM (titrated, usually from 57.1 µM), for the others: at the top dose activity change, negative = inhibition | reconstituted DNA polymerase III holoenzyme replication, biochemical | AID 603 | 71,000 tested, 0.25% active; also: potency is read from the fitted curve at half-maximal effect; % is scaled to controls: 0 for no effect and ±100 for the full control effect
#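 Reconstituted *E. coli* holoenzyme (0.35 nM Pol III, 1 nM beta, 154 nM SSB, 2 nM primase) was preincubated with compound for 15 min at RT. Synthesis on 1.4 nM ssM13Gori ran 35 min, then was stopped with PicoGreen/EDTA and read as dsDNA fluorescence.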
# Texas Red fluor: Texas Red region autofluorescence; AID 587; 59,000 tested, 0.06% active; max dye-equivalent concentration, M; Compound fluorescence, Texas Red channel, 547/618 nm; active compounds read high; in the data active = max dye-equivalent concentration above about 10 nM; inconclusive = between about 1.1 nM and that limit
#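 Dye-equivalent concentrations come from scaling compound signal (ex 547, em 618 nm) to six Texas Red standard concentrations run on every plate, after 15 min room-temperature incubation in pH 8.0 Tris (100 mM).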
# HADH2 inh: inhibitors of human HADH2 dehydrogenase; AID 886; Potency, µM (highest dose often 57.1 µM), inactives show at the highest dose activity change, negative = inhibition, usual class: inhibitors; 73,000 tested, 3.4% active; recombinant HADH2, NADH fluorescence, beta-hydroxybutyryl-CoA; also: potency is read from the fitted curve at half-maximal effect; % is scaled to controls: 0 for no effect and ±100 for the full control effect; nearly all actives have a fitted effect of over 60% in size; many of its hits are not listed in these tables
# Target sequence (Q99714 whole entry, looked up, one chain of several): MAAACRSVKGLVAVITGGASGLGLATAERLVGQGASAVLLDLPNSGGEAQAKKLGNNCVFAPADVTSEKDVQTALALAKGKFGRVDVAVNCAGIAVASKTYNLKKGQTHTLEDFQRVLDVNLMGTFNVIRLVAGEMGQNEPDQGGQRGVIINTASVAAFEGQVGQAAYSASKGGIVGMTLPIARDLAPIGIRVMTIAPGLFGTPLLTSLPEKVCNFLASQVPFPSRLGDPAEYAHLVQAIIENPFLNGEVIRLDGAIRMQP
#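 His-tagged recombinant enzyme from E. coli, 20 nM, preincubated 15 min RT with compound; reaction started with 1 mM NAD+ and 90 uM beta-hydroxybutyryl-CoA in 100 mM Tris-HCl pH 9.0. NADH fluorescence (ex 360/em 450) read over 4 min; last-minus-first difference.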
# Rhodamine fluor: rhodamine region autofluorescence | Rhodamine-region fluorescence, 547/598 nm, Tris buffer; active compounds read high | max dye-equivalent concentration, M | 59,000 tested, 0.05% active | AID 594; in the data active = max dye-equivalent concentration above about 11 nM; inconclusive = between about 1.1 nM and that limit
#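 Compounds in 100 mM Tris buffer, pH 8.0, were incubated 15 min at room temperature, then read at 547 nm excitation and 598 nm emission. Fluorescence was normalized against a per-plate six-point rhodamine standard curve as dye-equivalent concentration.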
# GFP derepression: epigenetic modulators derepressing GFP locus in mouse cells. mouse C127i GFP locus derepression, cytometry, 30 h. 68,000 tested, 0.09% active. Potency, µM (series often up to 46.1 µM), without a hit: at the highest dose GFP derepression (activation); also: % of control where 0% means no effect
#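 Derepression screen: silenced CMV-GFP reporter in murine C127i cells, 30 h compound incubation at 37 C, washed cells imaged by laser-scanning cytometer to enumerate GFP-expressing objects of 20 to 120 um.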
# Hsp90 Hop PPI: changes Hsp90-Hop TPR2A binding signal, up or down; AlphaScreen TPR2A-His6 binding biotin-Hsp90 C-terminal peptide; Potency, µM (titrated, usually from 57 µM), for inactives: at the top dose activity change, negative = inhibition; 71,000 tested, 0.44% active; AID 595; active = well fitted curve in either direction with a large enough effect; inconclusive = small, poorly fitted or top-dose-only effect, or another doubt; also: potency is read from the fitted curve at half-maximal effect; % is scaled to controls: 0 for no effect and ±100 for the full control effect; many of its hits are not listed in these tables
# 15-hLO inh: 15-hLO (ALOX15) enzyme inhibition; Potency, µM (doses to about 57.1 µM), for the others: at the highest dose activity change, negative = inhibition, usual class: inhibitors; P16050; purified 15hLO-1, xylenol orange hydroperoxide absorbance; 74,000 tested, 1.4% active; also: potency is read from the fitted curve at half-maximal effect; % is scaled to controls: 0 for no effect and ±100 for the full control effect; nearly all actives have a fitted effect of over 55% in size
# Target sequence (P16050 whole entry, looked up): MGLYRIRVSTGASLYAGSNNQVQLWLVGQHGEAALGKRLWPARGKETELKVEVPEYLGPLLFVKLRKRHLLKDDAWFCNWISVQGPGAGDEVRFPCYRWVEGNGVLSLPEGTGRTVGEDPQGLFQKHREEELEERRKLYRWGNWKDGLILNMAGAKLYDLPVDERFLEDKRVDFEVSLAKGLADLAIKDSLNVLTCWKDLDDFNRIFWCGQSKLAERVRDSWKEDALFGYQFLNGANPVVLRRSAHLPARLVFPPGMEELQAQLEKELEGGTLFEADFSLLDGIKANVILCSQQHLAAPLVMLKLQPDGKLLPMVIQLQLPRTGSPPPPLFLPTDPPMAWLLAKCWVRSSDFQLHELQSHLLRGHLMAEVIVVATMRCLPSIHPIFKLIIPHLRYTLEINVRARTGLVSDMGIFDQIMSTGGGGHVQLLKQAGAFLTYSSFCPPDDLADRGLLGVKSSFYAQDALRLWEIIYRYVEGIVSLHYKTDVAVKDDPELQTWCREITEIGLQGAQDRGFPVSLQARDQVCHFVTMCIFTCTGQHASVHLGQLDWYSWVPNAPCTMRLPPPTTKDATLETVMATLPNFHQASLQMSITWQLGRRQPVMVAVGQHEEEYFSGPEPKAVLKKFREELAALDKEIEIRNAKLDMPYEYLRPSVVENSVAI
#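 40 nM 15hLO-1 + cpd, 15 min RT; start w/ 50 uM AA (final), 6 min RT; stop/detect w/ 200 uM XO + 300 uM Fe(II) in 50 mM H2SO4, 30 min; A573/A405. Buffer 25 mM Hepes pH 7.5, 0.01% Triton X-100. No-enzyme wells as negative control.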
# Fluorescein fluor: compound fluoresces in the fluorescein spectral region | Compound autofluorescence, 480/540 nm, fluorescein-equivalent; active compounds read high | max fluorescein-equivalent concentration, M | 59,000 tested, 0.91% active | AID 593; in the data active = max fluorescein-equivalent concentration above about 10 nM; inconclusive = between about 1.1 nM and that limit
#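 Each compound is tested across a concentration series in 100 mM Tris buffer at pH 8.0. After 15 min at room temperature, plates are imaged with 480 nm excitation and 540 nm emission filters, and intensities are converted to fluorescein-equivalent values.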
# 4-MU autofl: compound fluoresces in the 4-MU spectral region | 59,000 tested, 11% active | AID 589 | compound autofluorescence, 340/450 nm, 4-MU equivalents; active compounds read high | max dye-equivalent concentration, M; in the data active = max dye-equivalent concentration above about 10 nM; inconclusive = mostly about 1.1 nM to 9.6 nM
#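 Intrinsic fluorescence at 340/450 nm (ex/em) was read after 15 min at room temperature in pH 8.0, 100 mM Tris. Each compound concentration expressed as 4-MU-equivalent concentration from a six-point 4-MU standard series on each plate.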
# UbGFP stabilizer: ubiquitin-GFP accumulation via proteasome inhibition; Ubiquitin-GFP reporter cells, proteasome inhibition, GFP fluorescence; response scale: untreated = 0%, 10 µM MG-132 = 100%; Potency, µM (titrated, usually from 45.9 µM), for the others: at the highest dose activation (GFP accumulation), actives largely listed as activators; 67,000 tested, under 10 active; active = well fitted activation curve with a large enough effect, not every such curve was filed as active; inconclusive = small, poorly fitted or top-dose-only effect, or another doubt; inactive = no such curve, though single readings can be large or run the other way; also: potency is read from the fitted curve at half-maximal effect
#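 U2OS cells stably expressing ubiquitin(G76V)-GFP, seeded overnight in 0.5% FBS medium, were exposed to compounds (qHTS, 46 uM to 2.9 nM) for 4 hr at 37 °C. GFP-positive cells were counted by laser cytometry (488 ex/515 em), normalized between basal and 10 uM MG-132.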
# * marks the source's active call; other numbers are inactive results; i = inactive; u = inconclusive; x = not tested or not shown; & = joins results of further samples; ! = repeats disagree; [ ] = remark or other dose. Unless noted, calls follow the shape of the dose curve; as a rule, active = well fitted curve in the direction sought with a large enough effect; inconclusive = small, poorly fitted or top-dose-only effect, or another doubt; inactive = no such curve, though single readings can be large; an effect the other way counts as inactive or inconclusive. Only part of the results is shown (hit frequency here may not be typical).
SMILES,HBB splicing,DNA Pol III inh,Texas Red fluor,HADH2 inh,Rhodamine fluor,GFP derepression,Hsp90 Hop PPI,15-hLO inh,Fluorescein fluor,4-MU autofl,UbGFP stabilizer
O=C(NCCc1ccccc1)C1CCN(S(=O)(=O)c2cccnc2)CC1,0.3%,-4%,x,0%,x,9%,-1%,0%,x,x,-3%
CCOc1ncccc1C(=O)OCC(=O)c1c(N)n(C)c(=O)n(C)c1=O,0.7%[57.5 µM],-2%,u,14%,i,-1%,2%,9%,i,i,-5%
CSc1ccc2nnc(-c3cccc(F)c3)n2n1,-1.1%,-4%,i,u,i,-1%,2%,-25%,i,i,6%
CN1C(=O)NC(NC(=O)c2cccs2)(C(F)(F)F)C1=O (stereo unspecified),-2.3%[57.5 µM],0%,i,4%,i,0%,0%,0%,u,i,0%
O=C(c1ccco1)N1CCC2(CCCN(c3ccccc3)C2)CC1,0.1%,0%,i,-3%,i,14%[9.22 µM],-4%,-15%,i,i,2%
N#CCSc1nc2c(sc(=S)n2Cc2ccco2)c(=O)n1-c1ccc(F)cc1,0.2%[0.369 µM],-8%,i,-9%,i,0%,-11%,-14%,i,i,x
CC(c1ccccc1)C1CC(=O)N(c2ccc(C(=O)O)cc2)C1=O (stereo unspecified),-0.3%,-7%,u,2%,i,-3%,0%,9%,i,i,4%
O=C(COC(=O)CCc1c[nH]c2ccccc12)NC1CCS(=O)(=O)C1 (stereo unspecified),-0.1%[57.5 µM],-1%,i,9%,i,-2%,-5%,7%,i,i,-1%
Cc1cccc(CC(=O)Nc2c3c(nn2-c2cccc(Cl)c2)CS(=O)C3)c1 (stereo unspecified),-0.5%,2%,i,-1%,i,0%,-3%,6%,i,i,0%
OCCNCCCCOc1ccccc1F,-1.6%[0.0738 µM],-5%[11.4 µM],x,3%[11.4 µM],x,-4%,-6%[11 µM],-7%[11.4 µM],x,x,11%[9.17 µM]
CSc1nc(C)cc(Nc2ccc(O)c(CN3CCCCC3)c2)n1,-0.5%[9.22 µM],-10%[11.4 µM],i,17%[11.4 µM],i,-2%[9.22 µM],-5%[11 µM],20%[11.4 µM],i,i,-3%[9.17 µM]
Cn1c(C(=O)N2CCCC(C(=O)NCCCSC3CCCCC3)C2)cc2sccc21 (stereo unspecified),-1.1%,5%,i,1%,i,2%,-11%,u,i,i,3%
CCCn1c(=O)c2[nH]c(C3CCCC3)nc2n(CCC)c1=O,1.4%,-1%&-5%,i,12%&4%&-10%,i,-3%[20.6 µM],-2%&-6%,4%,1.1e-08M*!,i,-1%&3%
COC(=O)C1CCN(S(C)(=O)=O)CC1,-1.1%,-1%,i,4%,i,0%,-3%,16%,i,i,-3%
CCC(=O)Nc1ccc(NC(=O)c2ccco2)cc1,x,-5%,i,-2%,i,-2%,-2%,5%,i,i,-6%
C=CCc1cccc(CNc2c(C)n(C)n(-c3ccccc3)c2=O)c1O,-1.2%,-4%,u,4%,i,-3%,1%,-10%,i,i,-5%
COc1ccc(NC(=O)NCCCN2CCCC2=O)cc1,0.5%,-5%,x,4%,x,x,-5%[2.3 µM],-1%,x,x,11%
O=C(O)c1nn(-c2ccc(Cl)cc2)ccc1=O,x,0%,i,-5%,i,0%,-4%,11%,i,i,-7%
O=C(Nc1nnc(C2CCCCC2)s1)c1ccco1,0.4%[57.5 µM],0%,i,-13%,i,4%,-2%,-12%,i,i,-2%
O=C(Cc1cn2ccsc2n1)NCCc1ccc(F)cc1,0.2%,-6%,i,-5%,i,2%,-10%,2%,u,i,-7%
O=C(O)CSc1nnc(-c2ccncc2)n1C1CCCCC1,-0.3%[57.5 µM],2%,u,-9%,i,-1%,-2%,0%,i,i,0%
COc1ccc(-c2nnc(SCC(N)=O)n2N)cc1,-1.3%,-4%,u,-5%,i,-1%,-4%,3%,u,i,-3%
O=S(=O)(c1ccc(S(=O)(=O)N(Cc2ccc(F)cc2)C2CCCC2)cc1)N1CCCC1,x,5%,i,-3%,i,-1%,-3%,1%,i,i,-5%
Cc1onc(-c2ccccc2Cl)c1C(=O)Nc1nn[nH]n1,-0.4%,-2%,x,2%,x,-2%,u,-4%,x,x,-11%
OC(CCN1CCOCC1)(c1ccc(Cl)cc1)C1CCCCC1 (stereo unspecified),x,-4%,u,-9%,i,2%,0%,-5%,i,i,3%

# Single values from the entries so far.
# O=C(Nc1nnc(C2CCCCC2)s1)c1ccco1 in HBB splicing → 0.4%[57.5 µM]
# Cc1cccc(CC(=O)Nc2c3c(nn2-c2cccc(Cl)c2)CS(=O)C3)c1 (stereo unspecified) in DNA Pol III inh → 2%

# Other structures follow:
SMILES,HBB splicing,DNA Pol III inh,Texas Red fluor,HADH2 inh,Rhodamine fluor,GFP derepression,Hsp90 Hop PPI,15-hLO inh,Fluorescein fluor,4-MU autofl,UbGFP stabilizer
COc1cc(C(=O)Nc2ccc(S(=O)(=O)Nc3cc(C)on3)cc2)cc(OC)c1OC,x,5%,i,1%,i,2%,-1%,13%,i,i,-3%
Cc1cc(NC(=O)c2cc(C3CC3)on2)no1,-0.7%,0%,x,-2%,x,10%,-1%,2%,x,x,2%
O=C1c2ccccc2C(=O)N1CCSc1nncs1,-0.1%[57.5 µM],3%,i,-14%,i,0%,-2%,6%,u,i,-2%
O=C(c1cc2c(s1)CCCC2)N1CCN(Cc2ccc3c(c2)OCO3)CC1,-2.1%,6%,i,-12%,i,0%,-3%,-22%,i,i,3%
Cc1cc(Cl)c(S(=O)(=O)N2CCCCCC2)cc1OCC(N)=O,-0.7%,-5%,u,12%,i,-2%,-7%,-4%,i,i,-4%
COc1ccc(OC)c(S(=O)(=O)n2cnc3cc(C)c(C)cc32)c1,1.8%,-2%,x,-2%,x,4%,-1%,-15%,x,x,0%
CC(=O)c1c(OCC(=O)O)ccc2c(C)cc(=O)oc12,x,x,i,x,i,2%[20.6 µM],x,x,i,i,x
CCc1ccccc1N1CSC2=C(C#N)C(c3cc(OC)c(OC)cc3OC)CC(=O)N2C1 (stereo unspecified),-4.7%[0.369 µM],1%,u,u,i,2%,-18%,u,i,u,-4%
O=C(CCC(=O)N1CCCC1)Nc1nnc(C(F)(F)F)s1,0.2%[57.5 µM],-2%,u,10%,i,-2%,-2%,0%,u,i,2%
CC(=O)NC(Cc1c[nH]c2ccccc12)C(=O)NCc1ccc2c(c1)OCO2 (stereo unspecified),-0.9%,-5%,u,5%,i,2%,-9%,14%,u,i,-10%
c1ccc(N(c2ccccc2)c2nc(N3CCOCC3)nc(N3CCOCC3)n2)cc1,-0.3%,-8%,x,6%,x,5%,-4%,5%,x,x,16%
CN1CCN(CC(=O)N2c3ccccc3Sc3cc4ccccc4cc32)CC1,0.5%[9.22 µM],-11%[11.4 µM],i,10%[11.4 µM],i,-3%[9.22 µM],-8%[11 µM],-5%[11.4 µM],u,i,-3%[9.17 µM]
COCc1nc(-c2cc(OC)c(OC)c(OC)c2)no1,0.9%,-6%,u,3%,i,2%,-8%,9%,i,i,13%
C=CCn1c(=O)c2ccccc2n2c(SCC(=O)/C(C#N)=C(\C)N)nnc12,-1.2%,-1%,i,-9%,i,-1%,-1%,-9%,i,i,-14%
Cc1ccc(NCc2nnc(SCC(=O)c3ccccc3)o2)c(C)c1,-4.0%,-1%,u,-19%,i,2%,-8%,-27%,u,i,-2%
COc1cccc(N=C2SC(C(=O)Nc3ccc(F)cc3)CC(=O)N2C)c1 (stereo unspecified),x,0%,u,4%,i,1%,1%,-6%,i,i,1%
COc1ccc2[nH]c3c(=O)n(CCCCC(=O)NCCN4CCCC4)c(=S)[nH]c3c2c1,0.0%,-10%,i,-28%,i,2%,-12%,10µM*,u,1.6e-08M*,-2%
CNC(=O)CSc1nnc(-c2cccc(S(=O)(=O)N3CCOCC3)c2)n1-c1ccc(F)cc1,-1.9%,7%,i,-2%,i,1%,-1%,3%,i,i,-4%
CN=c1scc(C)n1/N=C/c1ccc(O)cc1O,0.6%,-2%,u,-21%,i,-2%,-29%,-15%,u,3.8e-08M*,0%
O=C(CN1CCC(n2nnc3cc(C(F)(F)F)ccc32)CC1)NCc1cccs1,x,-7%,i,12%,i,-2%,0%,-5%,i,i,-4%
